Screening results as filed in PubChem BioAssay.
All columns: NCI-60 one-dose screen, growth in % after 48 h at 10 µM unless noted; 100 = growth as untreated, 0 = no growth, -100 = all killed.
SF-295 – SF-295 CNS cancer cells; 79,000 compounds, 5.6% hits; AID 1794758
SNB-19 – SNB-19 CNS cancer cells; 81,000 compounds, 2.5% hits; AID 1794751
SF-539 – SF-539 CNS cancer; 81,000 compounds, 6.8% hits; AID 1794752
U251 – U251 CNS tumor cells. AID 1794753. 80,000 compounds, 5.4% hits
PC-3 – PC-3 prostate cancer cells | 80,000 compounds, 3.9% hits | AID 1794754
SF-268 – SF-268 CNS cancer cells; 82,000 compounds, 3.1% hits
OVCAR-8 – OVCAR-8 ovarian cancer; AID 1794782; 81,000 compounds, 4.4% hits
DU-145 – DU-145 prostate cancer. 81,000 compounds, 4.2% hits. AID 1794760
* = called active by the depositor; nt = no result given; & = joins results of further samples. Rule for the calls: active = growth percent below 10; inactive = the rest.

no.	SMILES	SF-295	SNB-19	SF-539	U251	PC-3	SF-268	OVCAR-8	DU-145
1	O=C(O)c1cn(C2CC2)c2cc(N3CCN(S(=O)(=O)c4ccc(Cl)cc4)CC3)c(F)cc2c1=O	92	96	99	104	87	97	102	103
2	CC(C)=CCc1cc(/C=C/C(=O)O)ccc1OC(=O)CCc1ccccc1	102	112	103	99	107	102	100	112
3	COc1cc2oc(-c3cccc(C(=O)Nc4ccc(Cl)cc4)c3)cc(=O)c2c(OCC(=O)NCC(=O)O)c1OC	96	88	90	100	105	101	57	87
4	O=C(Nc1cccc(-n2cnc3cc(-c4ccc(O)cc4)ccc32)c1)C1CC1	6.0*	33	-6.5*	9.5*	47	35	18	29
5	Clc1ccc(C(c2c[nH]c3ccccc23)N2CCCC2)cc1 (stereo unspecified)	93	101	99	94	80	98	97	104
6	O=C(Nc1ccc(OCc2ccc(F)cc2)cc1)Nc1ccc(Cl)c(C(F)(F)F)c1	-30*	18	8.7*	10	-1.2*	39	13	32
7	Clc1ccc(C2=NCCN2)cc1	121	99	112	108	85	110	104	126
8	COc1cc2c(cc1O)[C@@]1(C)[C@H](c3ccccc3Br)OC(=O)N1CC2	102	95	95	89	71	95	88	101
9	Cc1ccc(S(=O)(=O)CC(=O)O)cc1	97	100	95	93	82	101	99	109
10	CCOC(=O)/C(C#N)=C(\C)CC(C)C	112	107	105	110	90	116	105	116

(continued)
no.	SMILES	SF-295	SNB-19	SF-539	U251	PC-3	SF-268	OVCAR-8	DU-145
11	COc1cc(CNC(=O)C[C@H](C)CCC=C(C)C)ccc1OCc1cn(-c2ccccc2Cl)nn1	56	61	75	81	49	82	50	90
12	C/C(=N\NC(=O)Cn1c(-c2ccc(S(C)(=O)=O)cc2)nc2ccccc21)c1ccccc1	93	92	100	101	93	93	105	104
13	COc1ccc(Cn2cncc2-c2c[nH]c3cc(Br)ccc23)cc1	77	83	92	72	90	76	81	102
14	NC(=O)c1nn(-c2ccccc2)nc1N1CCOCC1	102	105	101	97	100	96	102	109
15	CC(C)c1ccc(NC(=O)Nc2cccc3ccccc23)cc1	nt	112	104	99	99	99	101	106
16	Cn1c(N)c(C=O)c(=O)n(C)c1=O	110	118	94	110	nt	121	95	120
17	Fc1ccc(Nc2nc(Nc3ccc(-c4nc5ccccc5[nH]4)cc3)c3cn[nH]c3n2)cc1	93	88	86	33	77	75	57	54
18	Cc1ccc(NC(c2ccc(OC(F)F)c(OCC3CC3)c2)c2nnnn2C2CCCCC2)cc1 (stereo unspecified)	95	95	98	93	75	80	99	98
19	O=C(CNc1ccccc1)Nc1ccc(-c2nc3ccccc3s2)cc1	93	92	88	85	90	88	90	96
20	O=C1/C(=C\c2ccc(F)cc2)Sc2c(F)cccc21	101	100	99	95	89	99	94	108

Continued.
no.	SMILES	SF-295	SNB-19	SF-539	U251	PC-3	SF-268	OVCAR-8	DU-145
21	FC(F)(F)c1ccc(-c2ncc(-c3ccc(C(F)(F)F)cc3)c(NC3CCCCCC3)n2)cc1	nt	107	nt	99	87	117	106	108
22	c1ccc(-c2nc3ccc4ccccc4c3nc2-c2ccccc2)cc1	106	119	97	104	98	116	95	107
23	COc1cc(C2CC(c3ccc4c(c3)OCO4)=NN2c2ccccc2)cc(OC)c1OC (stereo unspecified)	91	85	nt	39	93	84	99	107
24	COC(=O)CCCCC1=CCC2C(=O)C=C(O)C2C1 (stereo unspecified)	nt	104	100	nt	92	104	98	104
25	CCCCCCCCCCCCCCCC1=NN(c2ccccc2)C(=O)C1NC(=O)O (stereo unspecified)	104	106	91	88	87	112	97	114
26	CCOC(=O)/C(Cc1nc(OCc2ccccc2)cc(OCc2ccccc2)n1)=N/O	74	95	88	81	61	77	102	106
27	CCCC(=N)OCC	98	105	105	99	103	99	114	120
28	O=C1C2CC3CC1CC(O)(C3)C2	105	110	103	99	104	109	103	115
29	O=C(Nc1ccc(F)cc1)C(Sc1nc2ccccc2c(=O)[nH]1)c1ccccc1 (stereo unspecified)	85	67	66	71	102	84	80	111
30	Clc1cnc2ccccc2n1	100	108	104	99	94	126	105	125

Further results follow.
no.	SMILES	SF-295	SNB-19	SF-539	U251	PC-3	SF-268	OVCAR-8	DU-145
31	CCOC(=O)Cc1c[nH]c(=S)[nH]c1=O	97	98	97	nt	98	100	106	118
32	CCc1n(Cc2ccc3ccccc3c2)cc[n+]1Cc1ccc2ccccc2c1	6.3*	5.4*	13	4.2*	2.6*	13	-4.8*	24
33	COc1ccc2[nH]c(=O)cc(-n3ncc(C(C)=O)c3C)c2c1	96	96	95	95	87	99	97	104
34	Nc1ccc(-c2cc3c(Nc4ccc(Oc5cccc(C(F)(F)F)c5)c(Cl)c4)ncnc3s2)cc1	77	90	75	79	nt	66	73	72
35	O=C(OCc1ccccc1)c1ccc(O)cc1	93	86	105	93	nt	101	90	100
36	Cc1ccc(-n2cc(-c3ccccc3)c3c(SCC(=O)n4nc(C)cc4C)ncnc32)cc1	93	102	99	93	89	94	100	107
37	CCCCCCCCC(=O)c1c(OC)oc(C=O)cc1=O	118	104	100	97	93	103	105	108
38	O=C1C(=O)c2ccccc2C(O)=C1CCCc1ccc(OCc2ccccc2)cc1	163	87	101	72	74	120	100	113
39	CCCCCCSc1ccc(C)cc1	100	94	95	96	100	85	104	101
40	COc1cc2c(cc1OC)C(Cc1ccccc1[N+](=O)[O-])=NCC2	91	99	99	100	88	91	102	102

Exported with two lines to a compound: 6 of the compounds above
Every second line gives: SF-295 | SNB-19 | SF-539 | U251 | PC-3 | SF-268 | OVCAR-8 | DU-145
33: COc1ccc2[nH]c(=O)cc(-n3ncc(C(C)=O)c3C)c2c1
    96 | 96 | 95 | 95 | 87 | 99 | 97 | 104
34: Nc1ccc(-c2cc3c(Nc4ccc(Oc5cccc(C(F)(F)F)c5)c(Cl)c4)ncnc3s2)cc1
    77 | 90 | 75 | 79 | nt | 66 | 73 | 72
35: O=C(OCc1ccccc1)c1ccc(O)cc1
    93 | 86 | 105 | 93 | nt | 101 | 90 | 100
36: Cc1ccc(-n2cc(-c3ccccc3)c3c(SCC(=O)n4nc(C)cc4C)ncnc32)cc1
    93 | 102 | 99 | 93 | 89 | 94 | 100 | 107
37: CCCCCCCCC(=O)c1c(OC)oc(C=O)cc1=O
    118 | 104 | 100 | 97 | 93 | 103 | 105 | 108
38: O=C1C(=O)c2ccccc2C(O)=C1CCCc1ccc(OCc2ccccc2)cc1
    163 | 87 | 101 | 72 | 74 | 120 | 100 | 113

(continued)
no.	SMILES	SF-295	SNB-19	SF-539	U251	PC-3	SF-268	OVCAR-8	DU-145
41	Nc1nonc1-n1nncc1-c1cccs1	102	103	102	95	105	113	101	111
42	CCCCN1CSC(=S)N(CCCC)C1	96	94	99	94	85	105	100	106
43	C=C(C)[C@@H]1CC[C@]2(C)[C@H](CC=C3[C@@H]4C[C@@](C)(CO)CC[C@]4(C)CC[C@]32C)[C@@]1(C)CCCN	104	100	101	94	100	97	102	103
44	COc1ccc2oc3cc(Cl)ccc3c(=O)c2c1	91	59	58	90	94	106	nt	108
45	Cn1ccc2c1CC1CN(C3CCCC3)C(=O)C1C2C(=O)O (stereo unspecified)	102	94	97	101	102	93	103	100
46	CNC(=O)Cc1nc(-c2cccc(NS(=O)(=O)c3c(F)cccc3F)c2F)c(-c2ccnc(Nc3ccccc3)n2)s1	101	75	69	87	82	55	58	80
47	Cc1nn(-c2ccccc2)c2c1C(=O)[C@@]1(C=N2)CCCC1=O	97	97	93	100	98	110	106	112
48	COc1cc(C(c2c[nH]c3ccccc23)N2CCCC2)cc(OC)c1OC (stereo unspecified)	99	98	101	97	91	99	95	101
49	CCCCC(CC)CN1C(=O)c2ccccc2C1=O (stereo unspecified)	98&87	97&81	82	94&87	89&87	98&94	102&97	112&96
50	NC(=S)c1ccc(N)cc1	93	98	86	89	85	96	99	103

Next results
no.	SMILES	SF-295	SNB-19	SF-539	U251	PC-3	SF-268	OVCAR-8	DU-145
51	O=C(Cc1ccc([N+](=O)[O-])cc1)Oc1ccccc1	121	103	105	107	93	111	107	129
52	O=C(COc1ccc(/C=C2\Cc3ccc(Cl)cc3C2=O)cc1)Nc1nc2ccccc2s1	108	98	99	98	92	112	nt	115
53	CCCCOc1ccc(NC(=O)n2nc(NC(C)=O)c3cc(NC(C)=O)ccc32)cc1	84	nt	95	96	77	127	93	95
54	Cc1ccc(-c2c3c(N)c4c(nc3nc3c2c(C)nn3-c2ccccc2)CCC4)cc1	99	99	73	nt	91	108	88	106
55	Cc1onc(-c2c(Cl)cccc2Cl)c1C(=O)Nc1ccc(Cl)c(Cl)c1Cl	68	nt	95	94	45	nt	85	100
56	c1ccc(Cn2cnc3ccc(-c4nc(-c5cccc6ccccc56)cn5ccnc45)cc32)cc1	92	95	95	94	69	90	94	101
57	C=C1c2c(C)nn(C)c2N(C)C23CC1C1(C)c4c(C)nn(C)c4N(C)C(C)(CC12)C3 (stereo unspecified)	92	93	109	96	83	90	87	89
58	O=C1CCC23C=CC(O2)C(O)c2ccccc2N13 (stereo unspecified)	105	103	100	106	96	103	105	107
59	O=C(Nc1ccccc1)c1sc(-c2ccccc2)cc1O	95	101	91	99	95	98	119	106
60	Cn1c2nc(=O)[nH]c(=O)c-2cc2ccccc21	nt	111	96	104	107	107	106	128

(next part)
no.	SMILES	SF-295	SNB-19	SF-539	U251	PC-3	SF-268	OVCAR-8	DU-145
61	CC(=O)OCC1O[C@@H](OC(C)=O)[C@@H](NC(=O)NS(=O)(=O)c2ccccc2Cl)C(OC(C)=O)[C@@H]1OC(C)=O (stereo partly specified)	99	104	91	110	105	102	111	111
62	C=C(c1ccccc1)[N+](=O)[O-]	112	104	108	99	96	96	104	115
63	CCOC(=O)[C@@H](F)[C@H](Br)C(=O)OCC	94	90	86	104	102	101	107	102
64	Cc1ccc(C)c(C(=O)C2CC2)c1	nt	102	100	105	97	109	103	113
65	COC1(c2ccccc2)CN(Cc2ccccc2)CC(c2ccccc2)O1 (stereo unspecified)	79	110	106	101	83	103	91	108
66	NCCN(CCc1ccccc1)CCc1ccccc1	95	102	93	101	84	90	101	102
67	Cc1ccc(C2OC(=O)C(=O)C2=O)cc1 (stereo unspecified)	95	nt	106	111	107	116	109	109
68	OC(c1cc2c(Cl)cc(Cl)cc2c2cc(C(F)(F)F)ccc12)C1CCCCN1 (stereo unspecified)	nt	-73*	-81*	-93*	-84*	-83*	-61*	-94*
69	COc1ccc(-c2csc(NC3=CC(c4ccc(Cl)cc4)OC3=O)n2)cc1 (stereo unspecified)	107	111	97	93	92	108	102	107
70	COc1ccc(NC(=O)/C=C/C(=O)O)cc1	108	106	99	95	104	111	97	114

The list goes on:
no.	SMILES	SF-295	SNB-19	SF-539	U251	PC-3	SF-268	OVCAR-8	DU-145
71	COc1ccc(C2=NN(C(C)=O)C(c3cc(-c4cc5ccccc5o4)n(-c4ccccc4)n3)C2)cc1OC (stereo unspecified)	96	94	98	102	96	95	100	98
72	NS(=O)(=O)c1ccc(CCn2c(SCc3ccc([N+](=O)[O-])cc3)nc3ccccc3c2=O)cc1	84	85	96	64	89	84	82	87
73	Nc1cc(=O)[nH]cn1	101	101	97	94	99	107	105	108
74	NS(=O)(=O)c1ccc(N2N=C(c3ccc(Cl)c(Cl)c3)CC2c2cn(-c3ccccc3)nc2-c2ccc(Cl)cc2)cc1 (stereo unspecified)	99	85	112	78	44	80	87	87
75	O=C(Cn1nnc(N2CCCCC2)n1)N/N=C/c1ccccc1O	77	91	97	77	91	68	81	82
76	Cc1ccc2cccc(N)c2n1	109	106	102	98	84	96	96	99
77	O=C(O)c1cccc(N2C(=O)/C(=C/C3=Cc4ccccc4OC3)SC2=S)c1	102	100	105	nt	98	97	105	110
78	CCCCCC(=O)OCC(=O)O[C@@H]1C[C@]2(C(C)C)O[C@@]1(C)[C@@H]1CC[C@@H](C)[C@H]1[C@@H]2OC(=O)/C=C/c1ccccc1	90	87	92	66	56	54	20	73
79	COc1ccccc1CNC(=O)C1c2ccccc2C(=O)N(CC(C)C)C1c1cccs1 (stereo unspecified)	-34*	91	63	50	48	66	50	71
80	COc1ccc(-c2nn(-c3cccc(Cl)c3)cc2-c2cc(-c3ccccc3)nc(N)c2C#N)cc1	45	73	97	nt	48	82	79	87
